Screening data as filed in PubChem BioAssay.
PME-1 Maybr inh = inhibitors of human PME-1 in Maybridge library; Protein phosphatase methylesterase 1 (Homo sapiens), Q9Y570; inhibition, % at 9 µM; AID 2291, 2010; actives 0.5% (n = 16,000); recombinant PME-1, FP-Rh probe fluorescence polarization; in the data active = inhibition above about 30%
S1P1 ag = activates the human S1P1 receptor; Sphingosine 1-phosphate receptor 1 (Homo sapiens), P21453; S1P1 agonist cell-based reporter assay; activation, % at 4.5 µM; actives 1.5% (n = 16,000); AID 1044, 2008; in the data active = activation above about 80%
Target sequence (P21453 whole entry, looked up): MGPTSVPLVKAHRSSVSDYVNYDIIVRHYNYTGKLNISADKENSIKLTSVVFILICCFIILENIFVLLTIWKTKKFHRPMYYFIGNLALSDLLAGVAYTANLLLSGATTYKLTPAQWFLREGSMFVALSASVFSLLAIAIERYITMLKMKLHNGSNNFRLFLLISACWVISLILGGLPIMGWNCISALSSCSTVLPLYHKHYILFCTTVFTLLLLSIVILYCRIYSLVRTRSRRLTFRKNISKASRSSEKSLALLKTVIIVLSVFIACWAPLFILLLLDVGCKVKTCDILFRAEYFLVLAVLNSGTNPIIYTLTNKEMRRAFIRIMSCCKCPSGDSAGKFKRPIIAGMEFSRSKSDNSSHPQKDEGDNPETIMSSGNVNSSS
NOTCH ag = agonists of NOTCH signaling; NOTCH signaling luciferase reporter cells, luminescence; activation, % at 2.5 µM; actives 0.4% (n = 15,000); AID 434982, 2010; in the data active = activation above about 2.2%
Nox1 inhibitor = inhibitors of human NADPH oxidase 1 (Nox1); AID 1792, 2009; inhibition, % at 6.7 µM; actives 0.81% (n = 16,000); HT29 cells, luminol chemiluminescence ROS
rat GALR2 ag = agonists of rat galanin receptor 2 (GALR2); Galanin receptor type 2 (Rattus norvegicus), O08726; cell-based GALR2 agonist screen; activation, % at 10 µM; actives 0.5% (n = 16,000); in the data active = activation above about 15%
TLR4 MyD88 blk = inhibitors of human TLR4-MyD88 binding; Toll-like receptor 4 (Homo sapiens), O00206; Cell-based TLR4-MyD88 binding inhibition assay; inhibition, % at 10 µM; actives 0.06% (n = 16,000); AID 811, 2007; in the data active = inhibition above about 45%
KOR antag MB = antagonists of human kappa opioid receptor OPRK1, Maybridge library. Kappa-type opioid receptor (Homo sapiens), P41145. OPRK1 cells, antagonist mode, fluorescence readout. inhibition, % at 9 µM. actives 0.4% (n = 16,000); in the data active = inhibition above about 50%
Luminol counter = counter-screen for Nox1 inhibitors: inhibitors of luminol chemiluminescence; AID 1823, 2009; HRP/luminol/H2O2 chemiluminescence counterscreen; inhibition, % at 6.7 µM; actives 0.4% (n = 16,000); note: reference of the scale not given here
* marks the source's active call; other numbers are inactive results; . = not tested or not shown. Cut-off read from the data, not from the text of the source, unless noted: active = inhibition above about 75%; inactive = the rest.

Keys – A = PME-1 Maybr inh; B = S1P1 ag; C = NOTCH ag; D = Nox1 inhibitor; E = rat GALR2 ag; F = TLR4 MyD88 blk; G = KOR antag MB; H = Luminol counter
[1] COc1ccc2[nH]c(C(=O)N(C)C3CCN(C)CC3)cc2c1
  A = -2; B = 78; C = .; D = -50; E = -5; F = 15; G = -7; H = 4
[2] Cc1cc(-c2nnc(-c3ccc(C(F)(F)F)cn3)o2)no1
  A = 6; B = -11; C = -0.5; D = 0; E = -3; F = 1; G = 9; H = -7
[3] O=S(=O)(NCCCCN1CCN(c2ncccc2C(F)(F)F)CC1)c1ccc(Cl)cc1
  A = 3; B = 17; C = -0.5; D = -69; E = -1; F = 7; G = 10; H = 2
[4] N#C/C(=C\c1ccccn1)c1nc(-c2ccc(Cl)cc2)cs1
  A = 4; B = 20; C = -0.4; D = -58; E = -5; F = -8; G = -1; H = -2
[5] S=c1[nH]cc2ccccn12
  A = 1; B = 3; C = -0.1; D = 10; E = -6; F = 10; G = 10; H = -2
[6] O=c1[nH]c(-c2ccccc2)cs1
  A = 0; B = -4; C = -0.5; D = -53; E = -8; F = -3; G = 10; H = 0
[7] CCOC(=O)c1ccc(OS(=O)(=O)c2ccc(NC(C)=O)cc2)cc1
  A = 3; B = 74; C = .; D = -35; E = -14; F = 6; G = -32; H = 2
[8] Cc1ccc2sc(C3=NN(C)C(O)(C(F)(F)F)C3)c(C)c2c1 (stereo unspecified)
  A = 2; B = 63; C = -0.1; D = 16; E = -7; F = -6; G = 12; H = -5
[9] CCCNC(=C(C(=O)Nc1cccc(Cl)c1)C(=O)Nc1cccc(Cl)c1)c1ccc(OC)cc1
  A = -13; B = 12; C = -0.9; D = -7; E = -11; F = -9; G = 16; H = -1
[10] CSc1sc(C(=O)O)c(C)c1C(C)=O
  A = 1; B = -8; C = -0.7; D = -14; E = -1; F = -12; G = 2; H = 1
[11] O=c1c([N+](=O)[O-])c(O)c2cccc3c2n1CCC3
  A = 4; B = -115; C = -0.4; D = -12; E = -5; F = -22; G = 7; H = -5
[12] CCOC(=O)c1cnc(-c2cccs2)nc1Nc1cccc(C(F)(F)F)c1
  A = 1; B = -20; C = -0.1; D = -25; E = -8; F = -5; G = -4; H = -4
[13] NNC(=O)C1C(C(=O)NN)C1c1ccccc1 (stereo unspecified)
  A = -3; B = 6; C = 0.1; D = -19; E = -6; F = 12; G = 15; H = -2
[14] NNC(=O)c1cc(-c2ccccc2)n[nH]1
  A = -4; B = -25; C = -0.8; D = -51; E = -7; F = 5; G = 2; H = 9
[15] CCc1ccc(-n2nnnc2/C=C/N2CCOCC2)cc1
  A = 3; B = -8; C = -0.8; D = 2; E = -9; F = 1; G = 27; H = -2
[16] CCn1c(=S)[nH]c2sc(C)c(C)c2c1=O
  A = 12; B = 16; C = 0.0; D = -14; E = -2; F = 6; G = -39; H = 90*
[17] CCCCCn1c(SCC(=O)N2CCC(C(F)(F)F)CC2)n[nH]c1=O
  A = -4; B = 17; C = -1.0; D = -42; E = -6; F = 18; G = 0; H = 3
[18] CC1(C)Cc2cccc(C(=O)NC3CCN(Cc4ccccc4)CC3)c2O1
  A = 3; B = -9; C = -1.1; D = -3; E = -5; F = .; G = 16; H = 1
[19] FC(F)(F)c1ccc(/C=N/N2CCOCC2)c(Cl)c1
  A = -1; B = -9; C = -0.3; D = -68; E = 1; F = -7; G = 9; H = 2
[20] COC(=O)c1sccc1-c1ccc(CN2CCC(c3ccccc3OC)CC2)o1
  A = -3; B = -13; C = -0.6; D = -29; E = -8; F = -8; G = 3; H = -1
[21] CC(=O)N1N=C(c2c(-c3c(Cl)cccc3Cl)noc2C)OC1c1ccc([N+](=O)[O-])s1 (stereo unspecified)
  A = -2; B = 24; C = -0.7; D = -60; E = -8; F = 5; G = 9; H = 4
[22] O=C(NCc1ccccc1)C1CC(c2ccc(Cl)cc2)=NO1 (stereo unspecified)
  A = 1; B = 2; C = -0.2; D = -125; E = -3; F = -6; G = -1; H = -1
[23] N#CC(C#N)=Cc1ccc(-c2cc(C(F)(F)F)cc(C(F)(F)F)c2)s1
  A = -10; B = 11; C = 0.4; D = 37; E = 5; F = -2; G = 37; H = 0
[24] O=c1oc2c(o1)=C(c1ccccc1)S(=O)(=O)C=2c1ccccc1
  A = -1; B = 3; C = -0.1; D = -37; E = -3; F = 13; G = -4; H = 5
[25] C=CCn1c(=S)sc2c(Sc3nnc(-c4ccncc4)n3C)ncnc21
  A = -5; B = 46; C = -0.9; D = 8; E = -11; F = -8; G = -15; H = 2

An excerpt from above in order of molecular weight, rising:
Keys – A = PME-1 Maybr inh; B = S1P1 ag; C = NOTCH ag; D = Nox1 inhibitor; E = rat GALR2 ag; F = TLR4 MyD88 blk; G = KOR antag MB; H = Luminol counter
[6] O=c1[nH]c(-c2ccccc2)cs1
  A = 0; B = -4; C = -0.5; D = -53; E = -8; F = -3; G = 10; H = 0
[14] NNC(=O)c1cc(-c2ccccc2)n[nH]1
  A = -4; B = -25; C = -0.8; D = -51; E = -7; F = 5; G = 2; H = 9
[13] NNC(=O)C1C(C(=O)NN)C1c1ccccc1 (stereo unspecified)
  A = -3; B = 6; C = 0.1; D = -19; E = -6; F = 12; G = 15; H = -2
[15] CCc1ccc(-n2nnnc2/C=C/N2CCOCC2)cc1
  A = 3; B = -8; C = -0.8; D = 2; E = -9; F = 1; G = 27; H = -2
[8] Cc1ccc2sc(C3=NN(C)C(O)(C(F)(F)F)C3)c(C)c2c1 (stereo unspecified)
  A = 2; B = 63; C = -0.1; D = 16; E = -7; F = -6; G = 12; H = -5
[23] N#CC(C#N)=Cc1ccc(-c2cc(C(F)(F)F)cc(C(F)(F)F)c2)s1
  A = -10; B = 11; C = 0.4; D = 37; E = 5; F = -2; G = 37; H = 0
[12] CCOC(=O)c1cnc(-c2cccs2)nc1Nc1cccc(C(F)(F)F)c1
  A = 1; B = -20; C = -0.1; D = -25; E = -8; F = -5; G = -4; H = -4
[3] O=S(=O)(NCCCCN1CCN(c2ncccc2C(F)(F)F)CC1)c1ccc(Cl)cc1
  A = 3; B = 17; C = -0.5; D = -69; E = -1; F = 7; G = 10; H = 2
[9] CCCNC(=C(C(=O)Nc1cccc(Cl)c1)C(=O)Nc1cccc(Cl)c1)c1ccc(OC)cc1
  A = -13; B = 12; C = -0.9; D = -7; E = -11; F = -9; G = 16; H = -1

The list goes on.
Keys – A = PME-1 Maybr inh; B = S1P1 ag; C = NOTCH ag; D = Nox1 inhibitor; E = rat GALR2 ag; F = TLR4 MyD88 blk; G = KOR antag MB; H = Luminol counter
[26] CCOC(=O)/C(C#N)=N/Nc1ccsc1C(=O)OC
  A = -1; B = -6; C = -0.2; D = -8; E = 1; F = -3; G = -24; H = 1
[27] CC(=O)NC(=O)c1cnn(-c2ccccc2)c1N
  A = 2; B = 4; C = -0.3; D = -27; E = -5; F = 5; G = 13; H = 2
[28] N#C/C(=C\c1ccccc1Cl)S(=O)(=O)c1ccccn1
  A = -6; B = 3; C = -0.4; D = -38; E = 2; F = -4; G = 2; H = 5
[29] CSC(=S)OC12CC3CC(CC(C)(C3)C1)C2
  A = -2; B = 69; C = -0.8; D = -47; E = -3; F = 6; G = 4; H = 4
[30] OCCCCn1c(-c2ccccc2)cc2ccccc21
  A = 0; B = -13; C = -0.1; D = -38; E = -4; F = 4; G = 23; H = 2
[31] Cc1noc(C)c1-n1sc(=O)n(CC2CC2)c1=O
  A = 1; B = 13; C = -0.1; D = -16; E = -2; F = 8; G = 8; H = 2
[32] S=c1[nH]nc(-c2c(-c3ccccc3)c(-c3ccccc3)nn3nnnc23)o1
  A = -6; B = 48; C = -0.7; D = -38; E = -8; F = 4; G = -3; H = 14
[33] CSC1=CC(=O)CC(C)(C)S1
  A = 4; B = -9; C = -0.5; D = 15; E = -5; F = -10; G = 8; H = -6
[34] S=C1NCN(CCN2CCCC2)CN1
  A = 0; B = -10; C = 0.0; D = -9; E = 0; F = -1; G = 0; H = -2
